Bim-Bcl-B: human Bim-Bcl-B interaction inhibition | Q9HD36 | bead-based flow cytometry, Bim peptide-Bcl-B binding | inhibition, % at 10 µM | 190,000 tested, 0.073% active | AID 951;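 further: 0% = tracer peptide without compound and 100% = reference inhibitor peptide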
Target sequence (Q9HD36 whole entry, looked up): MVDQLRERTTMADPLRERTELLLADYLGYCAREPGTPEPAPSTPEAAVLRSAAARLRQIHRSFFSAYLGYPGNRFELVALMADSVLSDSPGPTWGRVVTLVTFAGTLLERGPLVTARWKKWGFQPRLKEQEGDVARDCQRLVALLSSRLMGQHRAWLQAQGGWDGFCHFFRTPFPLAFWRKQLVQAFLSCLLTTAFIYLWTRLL
Bcl-2 Bim block: human Bim-Bcl-2 interaction inhibition; P10415; Bead-based flow cytometry, Bim peptide-Bcl-2 binding; inhibition, % at 10 µM; 190,000 tested, 0.06% active; AID 950; in the data active means inhibition above about 40%; inconclusive means no clear call, values can overlap the other calls;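 further: 0% = no compound wells with probe peptide and 100% = reference peptide inhibitor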
RGS8-Gao reg: modulates binding of RGS8 to human Galphao; multiplexed bead flow cytometry; actives lie on both sides; response (percent of control binding), % at 10 µM; 220,000 tested, 0.34% active; AID 1423; in the data active means response below about 60% or above about 140%; inactive means in between;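 further: Galphao activated as the GDP aluminium fluoride complex binding bead-coupled RGS8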
Target sequence (P09471 whole entry, looked up): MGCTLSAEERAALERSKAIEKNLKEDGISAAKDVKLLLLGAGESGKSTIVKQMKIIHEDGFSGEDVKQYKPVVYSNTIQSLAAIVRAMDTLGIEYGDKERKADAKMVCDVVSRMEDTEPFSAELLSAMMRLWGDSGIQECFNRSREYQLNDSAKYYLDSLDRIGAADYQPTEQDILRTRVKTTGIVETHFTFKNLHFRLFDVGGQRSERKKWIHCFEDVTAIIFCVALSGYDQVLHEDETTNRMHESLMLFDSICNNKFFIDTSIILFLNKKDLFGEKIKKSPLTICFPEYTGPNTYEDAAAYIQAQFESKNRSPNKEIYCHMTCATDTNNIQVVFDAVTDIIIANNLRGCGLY
RGS7-Gao reg: regulators of human RGS7-Galphao interaction | Multiplexed bead flow cytometry, RGS7-Galphao binding; actives lie on both sides | binding response (% of control), % at 10 µM | 220,000 tested, 0.35% active; in the data active means binding response below about 49% or above about 150%; inconclusive means no clear call, values can overlap the other calls; inactive means in between;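 further: fluorescent Galphao held in activated GDP-AlF4 state binding bead-coupled RGS7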
Mcl1-Bid inh: Mcl-1/Bid interaction inhibition; AID 1021; 220,000 tested, 0.97% active; TR-FRET Mcl-1/Bid-Dy647 peptide binding, 1536-well; Q07820; inhibition, % at 21.7 µM;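 active means compounds that cut the binding signal by more than half at the single screening dose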;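 further: His-tagged Mcl-1 with europium anti-His antibody binding Bid BH3 peptide; 0% = Mcl-1 plus peptide wells and 100% = peptide-only wells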
Mcl1 Noxa PPI: disrupts binding of human Mcl-1 to Noxa peptide; Q07820; TR-FRET Mcl-1/Noxa peptide binding, 2 h; inhibition, % at 21.7 µM; 220,000 tested, 1.5% active;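 active means compounds that cut the protein-peptide binding signal by more than 50% relative to plate controls in a single-dose test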;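 further: His-tagged Mcl-1 with rhodamine Noxa BH3 peptide and terbium anti-His antibody; 0% = Mcl-1 plus Noxa peptide wells and 100% = peptide-only wells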
Bim-Bcl-W: disrupts Bim peptide binding to human Bcl-W; bead-based flow cytometry; Q92843; inhibition, % at 10 µM; 190,000 tested, 0.02% active;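 further: 0% = bound tracer without compound and 100% = peptide blocker; higher means less fluorescent Bim peptide bound to Bcl-W beads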
Target sequence (Q92843 whole entry, looked up): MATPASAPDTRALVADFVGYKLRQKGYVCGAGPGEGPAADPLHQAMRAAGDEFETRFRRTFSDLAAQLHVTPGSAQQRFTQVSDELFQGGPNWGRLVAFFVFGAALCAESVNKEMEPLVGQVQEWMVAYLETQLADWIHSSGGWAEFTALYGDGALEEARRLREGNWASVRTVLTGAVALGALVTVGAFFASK
Bim-Bfl-1: inhibitors of Bim-Bfl-1 interaction, human; inhibition, % at 10 µM; Q16548; 190,000 tested, 0.12% active; AID 1008; Bead-based flow cytometry, Bim-Bfl-1 binding inhibition;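 further: 0% = wells without compound plus tracer and 100% = blocker peptide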
Bcl-XL Bim block: disrupts Bim peptide binding to human Bcl-XL; Q07817; bead flow cytometry, fluorescence; inhibition, % at 10 µM; 190,000 tested, 0.04% active
Target sequence (Q07817 whole entry, looked up): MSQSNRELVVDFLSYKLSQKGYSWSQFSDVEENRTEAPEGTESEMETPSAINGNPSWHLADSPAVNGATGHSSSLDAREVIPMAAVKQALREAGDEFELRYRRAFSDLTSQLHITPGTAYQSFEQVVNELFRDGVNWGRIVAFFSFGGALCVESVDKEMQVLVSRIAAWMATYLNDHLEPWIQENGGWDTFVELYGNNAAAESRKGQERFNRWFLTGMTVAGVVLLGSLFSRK
Bim-Mcl-1: disrupts Bim peptide binding to human Mcl-1 | inhibition, % at 10 µM | 190,000 tested, 0.1% active | AID 1009 | Bead-based flow cytometry, Bim peptide-Mcl-1 binding;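 further: 0% = no compound tracer wells and 100% = peptide blocker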
RGS4-Gao reg: modulates binding of RGS4 to human Galphao. P09471. Multiplexed bead flow cytometry; actives lie on both sides. binding response (% of control), % at 10 µM. 220,000 tested, 0.33% active. AID 1415; in the data active means binding response below about 49% or above about 150%; inactive means in between;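 further: fluorescent Galphao activated with aluminum fluoride binding bead-coupled RGS4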
An asterisk follows results filed as active; ? = inconclusive; · = not tested or not shown. Unless noted, no stated cut-off is given here; in the data, active means inhibition above about 40%.

SMILES	Bim-Bcl-B	Bcl-2 Bim block	RGS8-Gao reg	RGS7-Gao reg	Mcl1-Bid inh	Mcl1 Noxa PPI	Bim-Bcl-W	Bim-Bfl-1	Bcl-XL Bim block	Bim-Mcl-1	RGS4-Gao reg
Cc1ccc2c(c1)/C(=N/N1C(=O)c3ccccc3C1=O)C(=O)N2	-3	-1	101	99	-4	16	0	-4	-2	0	100
COc1ccc(CCn2c(=O)[nH]c3cc(C(=O)N4CCN(c5ccccn5)CC4)ccc3c2=O)cc1OC	-1	0	99	96	-2	-2	-1	-7	0	0	102
CCN(CC)CCNC(=O)c1ccc(NC(=O)c2ccc(F)cc2)cc1	1	3	99	101	-12	24	1	3	-4	-2	93
CC(=O)Nc1ccc(S(=O)(=O)Nc2nc3ccc(C)cc3s2)cc1	-9	-9	101	103	-8	18	3	-15	-11	0	103
COc1ccc(S(=O)(=O)Nc2cccc(F)c2)cc1C	0	-4	104	106	-3	17	0	-5	0	0	103
CCCCNC(=O)OC(C)CNC(=O)Oc1cccc(C)c1 (centres undefined)	0	-2	97	98	-12	3	0	0	-1	-2	96
CC/C(=C/c1sc2ccc(C)cc2[n+]1CCCS(=O)(=O)[O-])SC	0	-2	95	89	-20	-3	2	0	0	0	93
c1ccc2c(c1)ncn2CCCCOc1ccc2c(c1)CCC2	-6	-4	102	99	69*	39	-5	-3	-3	-1	94
COCCOC(=O)c1sc(=S)n(CCOC)c1N	-6	0	101	103	-66	51*	1	5	-1	-3	101
CCN(CC)S(=O)(=O)c1ccc(Cl)c(NC(=O)COc2ccc(OC)cc2[N+](=O)[O-])c1	0	1	102	104	-17	7	1	0	0	0	103
Cc1ccc(C(=O)Nc2cccc(C(F)(F)F)c2)cc1NC(=O)c1csc(-c2ccncc2)n1	·	·	99	?	-12	8	·	·	·	·	103
COc1cc(-c2c(C#N)c(N)nc3c2CCCC3)ccc1O	-3	-2	99	98	-25	4	-5	0	-3	-3	100
CCNC(=O)c1sc(=S)n(CC)c1N	-6	-3	104	107	-64	8	1	-7	-6	-1	100
CCOC(=S)N/C(=N\S(=O)(=O)c1ccccc1)c1ccccc1	-10	-10	98	99	-2	16	0	-10	-4	-2	98
CCOC(=O)c1ccc(N2C(=O)C(O)=C(C(C)=O)C2c2ccccc2)cc1 (centres undefined)	-4	-5	108	106	-10	26	-6	-3	-7	-3	104
Cc1cccc(N=C2NN=C(c3ccc4c(c3)OCCO4)CS2)c1	-12	-1	98	102	-11	5	3	-1	-3	0	97
O=C(NCCc1ccc(Cl)cc1)Nc1ccc(Cl)cc1	·	·	98	?	-9	-11	·	·	·	·	95
CCCn1c(=O)[nH]c(=O)c2c1nc(-c1ccc(OC(F)F)c(OC)c1)n2CCOC	-7	-1	99	98	-37	-15	3	-15	-3	2	99
COc1ccc(C2N3CC4(C)CN2CC(C)(C3)C4O)cc1 (centres undefined)	-5	-4	101	97	4	-5	-2	-4	-2	-2	98
O=C(Oc1cccnc1)c1cc(S(=O)(=O)N2CCOCC2)ccc1Cl	-4	-1	101	103	-47	-2	2	-10	-2	0	100

2 compounds picked at random from the list so far, as already listed:
SMILES	Bim-Bcl-B	Bcl-2 Bim block	RGS8-Gao reg	RGS7-Gao reg	Mcl1-Bid inh	Mcl1 Noxa PPI	Bim-Bcl-W	Bim-Bfl-1	Bcl-XL Bim block	Bim-Mcl-1	RGS4-Gao reg
Cc1cccc(N=C2NN=C(c3ccc4c(c3)OCCO4)CS2)c1	-12	-1	98	102	-11	5	3	-1	-3	0	97
CCOC(=O)c1ccc(N2C(=O)C(O)=C(C(C)=O)C2c2ccccc2)cc1 (centres undefined)	-4	-5	108	106	-10	26	-6	-3	-7	-3	104

Some entries already given, limited to Bim-Bcl-B.
SMILES,Bim-Bcl-B
COc1cc(-c2c(C#N)c(N)nc3c2CCCC3)ccc1O,-3
CCNC(=O)c1sc(=S)n(CC)c1N,-6
CCOC(=S)N/C(=N\S(=O)(=O)c1ccccc1)c1ccccc1,-10

(more compounds)
SMILES	Bim-Bcl-B	Bcl-2 Bim block	RGS8-Gao reg	RGS7-Gao reg	Mcl1-Bid inh	Mcl1 Noxa PPI	Bim-Bcl-W	Bim-Bfl-1	Bcl-XL Bim block	Bim-Mcl-1	RGS4-Gao reg
COCCn1cnc2c(c1=O)c1nc3ccccc3nc1n2/N=C/c1cccc(OC)c1	·	·	101	?	10	29	·	·	·	·	103
Cc1cccc(S(=O)(=O)c2c(C)cc(C)nc2Cl)c1	-3	-2	106	108	-6	8	-6	-3	-5	-4	111
COc1ccc2cc(C3CC(c4ccco4)=NN3S(=O)(=O)c3ccccc3)c(Cl)nc2c1 (centres undefined)	-1	0	104	100	13	8	-2	1	-6	-3	101
Cc1ccc(-c2c(C(=O)NC(C)C)oc(=O)c3ccccc23)cc1	-10	-3	95	87	-12	-22	-1	-4	-5	-3	93
O=C(CCn1c(=O)oc2ccccc21)NCc1ccc2c(c1)OCO2	-9	-4	98	100	-10	2	-9	-9	-9	-1	98
COc1cccc(OC)c1-c1nnc(-c2cn(C)c3ccccc23)o1	-1	-3	100	92	-25	-1	-3	-1	-3	-5	86
CN(CCCNC(=O)c1cc2c(Cl)nc3ccccc3c2s1)Cc1ccccc1	-6	1	104	109	-9	32	-5	-3	-1	2	106
CCOC(=O)C(=O)c1csc(NC(=O)COc2ccc(N(C)S(=O)(=O)c3ccc(F)cc3)cc2)n1	-3	1	101	97	7	9	-1	-4	-2	0	98
C/C(Cc1ccccc1)=N\NC(=O)CNC(=O)c1ccc2c(c1)OCCO2	·	·	102	?	-20	-8	·	·	·	·	105
Cc1ccc(S(=O)(=O)N2CCN(S(=O)(=O)N(C)C)CC2)cc1	-1	0	98	103	-10	-20	-1	0	5	-3	101
CCC1=C(OC(=O)N(CC)CC)N2C(=O)OC(=NCC3CC3)[C@]2(Cc2ccccc2)[C@H]2C1=CC[C@H]1C(=O)N(c3ccccc3)C(=O)[C@H]12	·	·	101	?	-38	-13	·	·	·	·	101
O=C(CSC1=NCCS1)NC(c1ccccc1)c1ccccc1	-8	-3	103	102	-12	3	-4	-2	-8	-3	96
CCc1ccc(S(=O)(=O)NCCc2csc(-c3cccnc3)n2)s1	-6	-6	103	103	-24	-21	1	-13	-7	0	103
Clc1ccc(C2=Nn3c(Cn4nnc5ccccc54)nnc3SC2)cc1	·	·	97	?	0	-9	·	·	·	·	102
CCn1c(SCC(=O)c2ccc(Cl)s2)nnc1-c1cccs1	-5	-1	94	88	-7	5	0	1	-2	-2	82
CC(CCc1ccccc1)NC(=O)CSc1nc(N)cc(N)n1 (centres undefined)	-3	-4	99	97	-78	-15	1	-7	1	2	97
COc1ccc(S(=O)(=O)N2CCOC2CNC(=O)C(=O)NCc2cccnc2)cc1OC (centres undefined)	·	·	100	?	-8	9	·	·	·	·	102
CC(/C=C/c1ccccc1)=N\Nc1nc(-c2ccccc2)cs1	-8	-7	102	101	-4	9	-2	-16	-4	-1	104
Cc1nn(C(C)c2n[nH]c(=S)n2-c2ccc(F)cc2)c(C)c1[N+](=O)[O-] (centres undefined)	-50	22	99	101	-32	-18	-2	15	4	-4	101
CCc1nc2sccc2c(=O)[nH]1	0	-6	101	102	-8	-3	2	-4	0	0	104
COC(=O)C(C)Sc1n[nH]c(=S)s1 (centres undefined)	-22	1	91	99	-101	22	1	4	0	-3	99
N#Cc1ccc(C(=O)CSc2nnc(-c3ccc(C(F)(F)F)cn3)s2)cc1	·	·	100	?	-10	-2	·	·	·	·	82
CCn1c(SCC(=O)N2CCCCC2)nc2c(c1=O)SC(C)C2 (centres undefined)	-1	-4	98	95	-40	3	0	-8	-4	0	95
Cc1ccc(F)cc1NC(=O)N1c2ccccc2NC(=O)CC1C (centres undefined)	·	·	101	?	-4	8	·	·	·	·	96
COc1cc(-c2nc3cnccn3c2Nc2ccc(C)cc2)ccc1O	-5	-4	100	96	-46	18	1	-11	-2	2	99
O=C(Nc1ccc2c(c1)OCCO2)c1ccc(Cl)c([N+](=O)[O-])c1	-1	2	100	105	-24	25	0	-1	0	0	96
O=C1C(Nc2cccc(O)c2)=C(N2CCCCC2)C(=O)c2ccccc21	-2	2	95	94	-62	30	13	0	0	3	97
CCc1ccc(NC(=O)C2CC=CCC2C(=O)O)cc1 (centres undefined)	-4	-3	100	100	-35	0	-4	-5	-7	-3	96
Cc1cc(C)c(C(=O)Nc2ccc(C)c(C)c2)c(CC(C)(C)C(=O)O)c1	·	·	96	?	-16	-7	·	·	·	·	92
Cc1cccc(C)c1OCCCCc1c(C)n[nH]c1C	-3	-2	98	96	16	-208	-2	0	-3	-4	91
CSc1nc(N(C)C)nc(N2CC(=O)N(CCNS(=O)(=O)c3ccc(C)cc3)C2=N)n1	-7	-4	106	104	-17	7	-3	-12	-7	0	105
O=C(Nc1nnc(-c2ccc(F)cc2)o1)c1cccc([N+](=O)[O-])c1	0	0	96	90	-46	-32	0	-3	2	4	91
O=C1CC(c2ccccc2)n2nc(N3C(=O)c4ccccc4C3=O)nc2N1 (centres undefined)	-1	-1	102	105	-27	-5	0	-3	0	-1	106
O=C(c1ccc(COc2ccccc2[N+](=O)[O-])o1)N1CCCCCC1	-7	-7	96	97	-24	8	0	-16	-20	0	98
O=C(N/N=C/c1ccsc1)c1ccc2ccccc2n1	-5	-1	98	?	-37	18	0	-7	-6	-2	97
Cc1ccc2nc(Nc3ncc4c(n3)CC(C)(C)CC4=O)nc(C)c2c1	-1	-4	100	110	-16	-4	0	-3	0	1	103
O=C(O)c1ccc(CSc2nc3ccc(N4C(=O)C5C6C=CC(C6)C5C4=O)cc3s2)cc1 (centres undefined)	-7	-9	101	99	-15	37	-2	-15	-13	-3	98
Cc1c(C(=O)O)cccc1-c1ccc(/C=N/Nc2ccc(Br)cc2)o1	0	3	101	100	-53	16	1	2	2	0	97
O=C(CSc1nc2ccccc2n1Cc1ccccc1)N/N=C/c1ccco1	-6	-5	94	96	23	10	1	-14	-1	0	95
O=C(NC(=S)Nc1ccc(N2CCCCC2)cc1)c1ccc2c(c1)OCCO2	-6	-1	125	107	-41	35	-1	3	-2	-2	107
CCn1c(C)cc(/C=C2/NC(=O)N(CC(=O)Nc3cccc(C)c3)C2=O)c1C	-11	-8	102	97	85*	54*	-3	-13	-9	-4	103
O=C(Cc1ccccc1)NN1C(=O)C2C3C=CC(C3)C2C1=O (centres undefined)	-7	-10	104	100	5	8	0	-10	-2	1	100
Cc1cccn2cc(-c3ccccc3)nc12	-3	-2	103	100	-32	2	-2	-1	-3	-4	100
COc1ccc(N2CCN(C(CNS(=O)(=O)c3cc(F)ccc3F)c3cccnc3)CC2)cc1 (centres undefined)	-8	-10	102	103	-7	5	-7	-9	-23	-11	106
CCCNC(=O)COC(=O)c1ccc(OCC(=O)Nc2ccccc2OC)c(OC)c1	-3	-2	103	101	-8	-86	-1	0	-2	0	98
CN(C)/C=N/C1=C(C#N)C(c2cccs2)c2ccc3ccccc3c2O1 (centres undefined)	-6	-7	102	99	-36	29	0	-3	-2	0	102
CCCOC(=O)Nc1sc2c(c1C(N)=O)CCCC2	-2	-3	88	95	-66	9	-1	3	-4	-3	97
Cc1nnc(SCC(=O)NCc2ccco2)n1-c1ccccc1	-6	-7	102	97	-20	32	0	-12	-1	0	100
COc1cc(/C=N/NC(=O)CN2CCCCC2)ccc1OCc1ccc(Br)cc1	-3	2	120	123	-6	10	-3	3	-6	-8	127

Bioassay records from PubChem.
